From PubChem
IL1B NFkB inh: blocks IL-1B driven NFkB nuclear translocation in HUVEC cells | inhibition, % at 2 µM | HUVEC IL-1B NFkB p65 nuclear translocation imaging | AID 796 | actives 0.43% (n = 94,000);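 active = inhibition above about 30% together with a positive call from visual inspection of the well image, limit read from the data; inconclusive = inhibition above a set limit but visual check negative; inactive = inhibition not above a set limit, visual check negative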;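 note: nuclear over cytoplasmic p65 intensity ratio measured by imaging; 0% = IL-1B stimulated DMSO wells and 100% = unstimulated DMSO wells; values of inactives mirror those of a sister screen read the other way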
IL1B NFkB pot: enhances IL-1B driven NFkB nuclear translocation. HUVEC IL-1B NFkB p65 nuclear translocation imaging. activation, % at 2 µM. actives 0.3% (n = 94,000). AID 819;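 active = activation above 40%, about the mean plus 3 SD, also judged a hit on visual image review; inconclusive = activation above 40% but not a hit on visual review; inactive = activation not above 40% and no visual hit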;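 note: percent activation is computed from the nuclear over cytoplasmic p65 intensity ratio; values of inactives mirror those of a sister screen read the other way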
Bcl-B displacement: displacers of TR3 peptide from Bcl-B, primary screen, selectivity assay for Bfl-1 inhibitor project, biochemical, fluorescence polarization | FP displacement of FITC-TR3 peptide from Bcl-B; higher % means a stronger effect | one-dose displacement, % at 20 µM; IC50 in µM for titrated hits | actives 0.11% (n = 96,000) | AID 748;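 active = displacement above 50% at 20 µM plus a fluorescence interference ratio under 1.5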;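 note: plate controls were wells without compound for no effect and wells lacking Bcl-B protein for full effect; a part of the inactive calls stands beside numbers as strong as those of hits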
MRP reversal: reverses drug resistance mediated by MRP; H69AR cells + 2 uM doxorubicin, CellTiter-Glo, 72 h; actives 0.04% (n = 85,000); differential viability (reversal), % at 10 µM;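 active = viability drop by adding the cancer drug above about 55%, with treated viability meeting a 40% cutoff, limit read from the data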;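 note: viability without doxorubicin minus viability with 2 µM doxorubicin for each compound; larger differential means the compound sensitizes cells more to doxorubicin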
PLAP inhibitors HTS: inhibition of human placental alkaline phosphatase – biochemical, luminescence, HTS (AID 690); purified PLAP, luminescent substrate; higher % means a stronger effect; inhibition, % at 20 µM; hits with a dose series show IC50 in µM; actives 0.08% (n = 96,000); in the data active = a potency from the dose series; inactive = the rest, 99 in 100 with inhibition below about 30%; note: strong numbers were not always called active
MRP reversal cytotoxicity: recorded beside MRP reversal, whose call it bears; viability, %; H69AR cells, CellTiter-Glo, 72 h; measured here: cytotoxicity without doxorubicin
MRP reversal with doxorubicin: second read-out of MRP reversal, no call of its own (marks repeat the call); viability, %; measured here: viability with 2 uM doxorubicin; active compounds read low
IL1B NFkB inh cell count 2 µM: also measured in IL1B NFkB inh; calls as there; cell count; measured here: cells passing quality filter;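 raw number of nuclei counted in each imaged well without normalization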
IL1B NFkB pot cell count 2 µM: also measured in IL1B NFkB pot; calls as there; cell count; measured here: cells passing quality filter
The depositor's hits bear a star; ? = inconclusive; nt = no result given; & = joins results of further samples. This is a subset; the hit share may differ from the screen's.

Fields – IL1B NFkB inh	IL1B NFkB inh cell count 2 µM	IL1B NFkB pot	IL1B NFkB pot cell count 2 µM	Bcl-B displacement	MRP reversal	MRP reversal cytotoxicity	MRP reversal with doxorubicin	PLAP inhibitors HTS
COc1ccc(CCNC(=O)CN(c2ccc(OC)c(OC)c2)S(C)(=O)=O)cc1
 : -6	139	7	139	1%	-2	87	90	-28%
O=C(COc1ccc2ccccc2c1Br)N1CCN(c2ccccn2)CC1
 : -3	127	3	127	0%	-1	81	82	-8%
CCOC(=O)c1c(-c2ccc(C)o2)csc1NC(=O)COC(=O)c1ccc(NC(N)=O)cc1
 : 2	125	-2	125	-30%	nt	nt	nt	-19%
c1ccc(CNc2ncnc3nc[nH]c23)nc1
 : 1	163	-1	163	1%	0	98	98	-19%
c1ccc(CCNc2ncnc3scc(C4COc5ccccc5O4)c23)cc1 (configuration not stated)
 : -4	174	4	174	-6%	-26	28	54	-61%
O=C(CSCc1cccc(Cl)c1)NCc1ccc2c(c1)OCO2
 : 6	171	-6	171	-4%	-3	87	90	15%
COc1cc2[nH]c(=S)n(Cc3ccco3)c(=O)c2cc1OC
 : -17	160	17	160	13%	19	91	71	-23%
COc1ccc(CCNc2oc(COc3ccccc3F)nc2C#N)cc1
 : 14	106	-14	106	-7%	1	93	92	-30%
CC(=O)NCCNC(=O)[C@H](Cc1ccccc1)NC(=O)c1cccs1
 : -3	172	3	172	1%	nt	nt	nt	2%
COc1ccccc1C(=O)C(O)c1ccccc1OC (configuration not stated)
 : nt	nt	nt	nt	-1%	10	99	89	22%
COc1ccc(OCc2nc(N)nc(Nc3ccccc3)n2)cc1
 : 7	179	-7	179	0%	11	90	79	17%
COC(=O)c1ccccc1NC(=O)c1cccc(NC(=O)c2ccc(Br)o2)c1C
 : -19	147	19	147	-3%	22	89	67	6%
COc1ccc(Cl)cc1NC(=O)CSc1nnc(CN2CCOCC2)n1-c1ccc(Cl)cc1
 : -7	125	7	125	3%	-19	52	72	-83%
NC(=O)C(c1ccc(Cl)cc1)c1ccc(Sc2ccccc2)nn1 (configuration not stated)
 : nt	nt	nt	nt	-5%	18	91	73	27%
CCOC(=O)/C(=N/Nc1ccc(Cl)cc1)S(=O)(=O)c1ccc(Cl)cc1
 : 1	161	-1	161	-5%	13	80	68	3%
CCOc1nc(C)ccc1-c1noc(-c2ccccc2OC)n1
 : 9	163	-9	163	-21%	1	80	79	-1%
O=C(c1ccco1)N(Cc1ccco1)c1ccc(O)cc1
 : nt	nt	nt	nt	-11%	-13	92	105	19%
CCSc1nnc(-c2cccnc2)n1Cc1ccco1
 : 5	156	-5	156	-8%	21	102	81	6%
COc1ccccc1N1CCN(CC(=O)Nc2c(C)n[nH]c2C)CC1
 : 5	189	-5	189	3%	-9	85	94	nt
O=C(NCc1ccccc1)c1c(O)c2cccc3c2n(c1=O)CCC3
 : -51	146	?	nt	7%	-1	73	74	-47%
CCN1CCN(S(=O)(=O)c2cc(C)c(OC)cc2C)CC1
 : 11	89	-11	89	-10%	-4	94	98	-4%
N#CC12C(N)=NC3(OCCO3)C1(C#N)C1=C(CCC1)NC2c1ccccc1 (configuration not stated)
 : -9	154	9	154	24%	nt	nt	nt	-94%
CCn1cc(C(=O)N2CCn3c(nc4ccccc43)C2)c(=O)c2ccc(C)nc21
 : -5	50	5	50	30%	8	96	88	-41%
NC1=NC(c2cn(-c3ccccc3)nc2-c2cccs2)n2c(nc3ccccc32)N1 (configuration not stated)
 : -18	178	18	178	4%	1	94	93	-76%
O=C(Nc1cccc(Cl)c1)OCc1cncs1
 : -9	144	9	144	5%	8	101	93	20%
CC1CCN(Cc2nc3c(c(=O)n(C)c(=O)n3C)n2Cc2c(F)cccc2Cl)CC1
 : -16	194	16	194	nt	4	82	78	nt
C/C(Nc1cccc(F)c1)=C(/C#N)C(N)=O
 : -34	146	34	146	-2%	5	105	100	8%
CCOC(=O)Nc1cc(OCC)c(NC(=O)C2CC2)cc1OCC
 : -9	152	9	152	-3%	-1	88	89	16%
CCCOc1ccccc1C(=O)NCCCC(=O)O
 : -10	142	9	142	9%	-7	84	91	-9%
COc1ccc(OC)c2c(N3CC(C)OC(C)C3)cc(C(F)(F)F)nc12 (configuration not stated)
 : 7	71	-7	71	6%	nt	nt	nt	nt
Cc1cc(C)c(NC(=O)CC(C)(C)C)c(Cl)c1
 : nt	nt	nt	nt	-30%	1	98	97	-8%
COC(=O)C(NC(C)=O)(Nc1nc2ccc(S(C)(=O)=O)cc2s1)C(F)(F)F (configuration not stated)
 : nt	nt	nt	nt	0%	12	84	72	6%
CCN1CCN(CC(=O)n2c3c(c4ccccc42)CC(C)CC3)CC1 (configuration not stated)
 : -40	134	?	nt	9%	-7	70	77	-64%
Cc1ccc(/C=N/c2sc3c(c2C#N)CCC3)o1
 : -19	175	19	175	-1%	5	88	82	-10%
O=C(c1ccc2nc(N3CCCCC3)sc2c1)N1CCN(c2ccccn2)CC1
 : nt	nt	nt	nt	-7%	-7	93	100	-44%
CCOC(=O)C1=C(C)N(c2ccc(C)c(C)c2)C(=O)/C1=C\c1ccco1
 : 0	126	0	126	-12%	nt	nt	nt	9%
O=C(CSc1ccc2nnc(-c3ccncc3)n2n1)Nc1ccccc1F
 : 7	38	-7	38	2%	24	104	80	21%
COc1ccc(N2CCN(C(=O)COc3ccccc3)CC2)cc1
 : 1	122	-1	122	8%	4	85	81	-13%
COc1ccc(N2CCN(S(=O)(=O)c3ccc4c(c3)CCCC4)CC2)c([N+](=O)[O-])c1
 : -10	86	10	86	-4%	nt	nt	nt	6%
O=C(NC1CCCCC1)C(c1ccccc1)N1CCCC1 (configuration not stated)
 : nt	nt	nt	nt	20%	4	95	91	-10%
CCOC(=O)c1cnc(-n2nc(C)cc2C)nc1N(CC)CC
 : nt	nt	nt	nt	-10%	5	36	31	-21%
CNC(=O)c1nn(-c2ccc(Cl)cc2)ccc1=O
 : -6	106	6	106	4%	nt	nt	nt	-1%
Cc1nc(-c2ccccc2)cc(N2CCCC2)n1
 : -20	170	20	170	-6%	nt	nt	nt	6%
COc1cc(/C=N/NC(=O)CNC(=O)c2ccc3c(c2)OCCO3)ccc1O
 : -17	154	17	154	-4%	nt	nt	nt	nt
Cc1ccc(S(=O)(=O)NC(=O)Nc2cc(C)ccc2F)cc1
 : -9	151	9	151	12%	2	89	87	2%
CCCCN(CCCC)S(=O)(=O)c1ccc(NS(=O)(=O)c2ccc(NC(C)=O)cc2)cc1
 : -14	155	14	155	5%	12	100	88	-46%
CCc1ccc(C(C(=O)NC2CCCCC2)N(C(=O)CNC(=O)c2ccco2)c2cccnc2)cc1 (configuration not stated)
 : 1	79	-1	79	nt	8	93	84	nt
Cc1ccc(C(CC(=O)O)C2CCOC(C)(C)C2)cc1 (configuration not stated)
 : -9	148	9	148	4%	0	83	83	-12%
Cc1c(C(=O)OCC(=O)c2c(N)n(CC(C)C)c(=O)n(C)c2=O)oc2ccccc12
 : 9	169	-9	169	nt	6	103	96	nt
CCCCS(=O)(=O)c1sc2nc3c(cc2c1N)CCCC3
 : -14	130	14	130	-12%	0	88	88	12%
CCOC(=O)c1cc(C(C)(C)C)oc1CNC(=O)c1c(C)oc2c1CCCC2
 : -9	108	9	108	nt	-1	75	76	nt
O=C(O)c1cnn(-c2ccccc2)c1-n1cccc1
 : -24	60	24	60	nt	nt	nt	nt	nt
CN(C)CCOC(=O)C1(c2ccccc2)CCOCC1
 : -4&-3	69&164	4&3	69&164	0%&-8%	13&2	97&92	85&91	-6%&0%
Cc1ccc2nc3c(cc(C(=O)NCC4CCCO4)c(=N)n3CCCOC(C)C)c(=O)n2c1 (configuration not stated)
 : 6	110	-6	110	8%	15	89	74	-41%
CCOc1ccc(Cc2nc(C)c(CC(=O)N3CCCCC3)c(=O)[nH]2)cc1
 : 8	134	-8	134	6%	-5	94	99	-8%
Cc1cc(C)n(-c2nnc3n2N=C(c2c[nH]c4ccccc24)CS3)n1
 : -20	131	20	131	-10%	-31	17	48	18%
CCOC(=O)C1=C(C)Nc2nc(=S)[nH]n2C1c1ccc(Cl)cc1 (configuration not stated)
 : -11	160	11	160	-5%	11	89	78	-31%
Cc1ccc2nc(SCC(=O)c3cc(C)n(C)c3C)[nH]c2c1
 : -7	204	7	204	-2%	18	103	86	-14%
CCCCn1cc(SCC(=O)O)c2ccccc21
 : -18	163	18	163	-20%	13	109	96	-26%
O=C(Cn1cc2c(n1)CCCCC2)NCCCN1CCOCC1
 : nt	nt	nt	nt	5%	1	96	95	0%

Next part.
Fields – IL1B NFkB inh	IL1B NFkB inh cell count 2 µM	IL1B NFkB pot	IL1B NFkB pot cell count 2 µM	Bcl-B displacement	MRP reversal	MRP reversal cytotoxicity	MRP reversal with doxorubicin	PLAP inhibitors HTS
CCCCOC(=O)CSC1=C(C#N)C(c2ccccc2OC)C(C#N)C(=O)N1 (configuration not stated)
 : -28	148	28	148	-8%	nt	nt	nt	-4%
CCCS(=O)(=O)NCCc1cc2ccc(OC)cc2[nH]c1=O
 : nt	nt	nt	nt	-3%	4	96	92	-14%
CS(=O)(=O)N(CC(=O)N1CCN(c2ccc(F)cc2)CC1)c1ccc(F)c(Cl)c1
 : 6	169	-7	169	0%	-2	89	91	-63%
N#Cc1nc(-c2ccc(OCc3ccccc3Cl)cc2)oc1NCCCn1ccnc1
 : -4	140	5	140	-9%	11	94	83	7%
C=CCn1c(C)cc(C(=O)COC(=O)COc2ccccc2C#N)c1C
 : 0	210	0	210	41%	5	100	95	-5%
COc1ccc(CCNC(=O)CSc2nnc(CNC(=O)c3cccs3)o2)cc1OC
 : 12	138	-12	138	6%	2	97	95	8%
CCOC(=O)c1ccc2[nH]c(C)cc(=O)c2c1
 : 7	203	-7	203	-7%	8	99	90	0%
OCCNC(=S)NC1CCCCC1
 : 11	91	-11	91	-8%	8	98	90	14%
CN(C(=O)COc1nnc(-c2cccs2)c(-c2cccs2)n1)c1ccccc1
 : -50	127	?	nt	-8%	-6	63	70	-19%
CC(=O)Cc1nsc(NC(=O)c2ccc(Br)o2)n1
 : 1	128	-1	128	nt	0	88	88	nt
CCC(C)NCCCOc1cc(Cl)ccc1Cl (configuration not stated)
 : -8	188	8	188	6%	16	78	63	-35%
Cc1c(NC(=O)CSc2nc3ccccc3n2C)c(=O)n(-c2ccccc2)n1C
 : -8	110	8	110	-5%	-22	81	104	-24%
Clc1ccc(CCNc2ncnc3nc[nH]c23)cc1
 : -5	81	5	81	0%	nt	nt	nt	-57%
CC1CC2(NC(=O)NC2=O)C(C)CN1C (configuration not stated)
 : 12	91	-12	91	nt	3	95	92	nt
CCc1cccc(NC(=O)CN(c2ccc(OC)cc2)S(=O)(=O)c2c(C)n[nH]c2C)c1
 : -56	149	?	nt	-2%	4	80	75	-135%
COc1ccc(Nc2ncnc3c2cnn3-c2ccccc2)cc1OC
 : -1	67	1	67	-4%	-6	37	43	7%
CCN1CCN(Cc2c(O)c(Cl)cc3c(C)cc(=O)oc23)CC1
 : 10	124	-10	124	60%	16	102	86	-36%
COC(=O)C1CCN(Cc2cc(=O)oc3cc(OC)ccc23)CC1
 : -7	92	7	92	-6%	9	87	78	-19%
COCCSc1ccccc1C(=O)Nc1nnc(COC)s1
 : 7	138	-7	138	4%	-14	78	92	-25%
C=CCn1c(SCC(=O)NC(=O)NCCC)nnc1C1CCCCC1
 : -1	129	1	129	-2%	13	98	85	-7%
COc1cc(-c2nc(Cc3ccccc3Cl)no2)cc(OC)c1OC
 : -31	93	31	93	-1%	nt	nt	nt	1%
